High-throughput results: PubChem, National Center for Advancing Translational Sciences (NCATS)
GAA glycogen = qHTS Assay for Inhibitors and Activators of Human alpha-Glucosidase Cleavage of Glycogen | Lysosomal alpha-glucosidase (Homo sapiens), P10253 | recombinant GAA, glycogen substrate, Amplex Red glucose oxidase fluorescence | Potency, µM (top dose mostly 76.4 µM), for the others: at the top dose activity change, negative = inhibition, usual class: inhibitors | actives 0.38% (n = 300,000) | AID 2100, 2009; active means well fitted inhibition curve with a large enough effect; inconclusive means small, poorly fitted or top-dose-only effect, or another doubt; inactive means no such curve, though single readings can be large or run the other way;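 further: 0% = full enzyme reaction and -100% = no-enzyme basal signal; the screen sought inhibitors and activators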
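Recombinant enzyme (4 nM final) with compounds titrated up to 77 uM and bovine liver glycogen (30 ug) in citrate pH 5.0, 0.01% Tween-20, 37 C 40 min. Released glucose detected by Amplex Red/glucose oxidase (Ex 573/Em 610); AC50 from Hill fits.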
The depositor's hits bear a star; ? = inconclusive; [ ] = dose if it differs, or a comment. Potency means the concentration at half of the fitted maximal effect.

mol: CC(=O)N1N=C(c2cccc(NS(=O)(=O)c3ccc(C)cc3)c2)CC1c1ccco1 (stereo not drawn)
  GAA glycogen: 3%[76.3 µM]
mol: CCOC(=O)C(C)OC(=O)C1=C(C)NC(=O)NC1c1ccc2c(c1)OCO2 (stereo not drawn)
  GAA glycogen: 5%[76.3 µM]
mol: CCCN1C(=O)C(Cc2nc3ccccc3c(=O)n2CC)c2ccccc21 (stereo not drawn)
  GAA glycogen: -11%[76.3 µM]
mol: Cc1ccc(S(=O)(=O)n2nc(-c3ccco3)nc2NCc2ccccc2Cl)cc1
  GAA glycogen: 9%[76.3 µM]
mol: COC(=O)Cc1c(C)c2cc3c(c(C)c2oc1=O)OCN(CCc1ccccc1F)C3
  GAA glycogen: -4%[76.3 µM]
mol: CCOc1ccc(C(C(=O)NCC2CCCO2)N(C(=O)c2snc(C(N)=O)c2N)c2ccc(F)cc2)cc1 (stereo not drawn)
  GAA glycogen: -4%
mol: O=C(Cn1ccn(-c2ccc(F)c(F)c2)c(=O)c1=O)NCCc1ccccc1
  GAA glycogen: -5%[76.3 µM]
mol: CCC(C(=O)Nc1ccc(C(C)C)cc1)n1nc(C)n2c(cc3cc(C)ccc32)c1=O (stereo not drawn)
  GAA glycogen: 5%[76.3 µM]
mol: COc1cccc(OC)c1C(=O)Nc1ccc(-c2nc3ncccc3o2)cc1
  GAA glycogen: -9%[76.3 µM]
mol: CC1=C(C(=O)Nc2ccccc2C(=O)NC2CCC(C)CC2)SCCO1 (stereo not drawn)
  GAA glycogen: 0%[76.3 µM]

mol: Cc1cccc(N2CCN(C(=O)Cn3ncc4c3-c3cc(C)ccc3OC4)CC2C)c1 (stereo not drawn)
  GAA glycogen: -9%[76.3 µM]
mol: Fc1ccc(Nc2c3c(nc4nncn24)CCC3)cc1
  GAA glycogen: 7%[76.3 µM]
mol: CC(=O)N1c2ccc(S(=O)(=O)N3CCC(C(=O)N4CCN(c5cccc(C(F)(F)F)c5)CC4)CC3)cc2CC1C (stereo not drawn)
  GAA glycogen: -21%[76.3 µM]
mol: CCCc1cc(=O)oc2c(C)c(OCC(=O)NCCCn3ccnc3)ccc12
  GAA glycogen: 11%[76.3 µM]
mol: COc1cc(C(=O)N2CCN(C3CCC(C)CC3)CC2)cc(OC)c1OC (stereo not drawn)
  GAA glycogen: -2%[76.3 µM]
mol: COc1cccc(Cn2c(C)c(CNC3CCCCC3)c(C(=O)O)c2C)c1
  GAA glycogen: 1%[76.3 µM]
mol: COc1cc2c(cc1OC)CN(c1ccc(C(N)=O)cc1[N+](=O)[O-])CC2
  GAA glycogen: -2%
mol: COc1ccc(-c2csc3ncnc(N4CCN(c5ccccc5O)CC4)c23)cc1
  GAA glycogen: 2%[76.3 µM]
mol: Cc1ccc(C(=O)Nc2cccc(NC(=O)c3cccs3)c2)c(C)c1
  GAA glycogen: -1%[76.3 µM]
mol: O=C(O)Cn1c(=O)c2c3c(sc2n(Cc2ccc(Cl)cc2Cl)c1=O)CCCC3
  GAA glycogen: -4%

mol: COC(=O)c1ccc(Cn2nnc3sc4c(c3c2=O)CCC(C)C4)cc1 (stereo not drawn)
  GAA glycogen: 10%[76.3 µM]
mol: CC1Cc2ccccc2N1C(=O)CN1CCCCC1 (stereo not drawn)
  GAA glycogen: 3%
mol: COc1ccc(CN(C)C(=O)CNC(=O)c2ccc(C)cc2)cc1
  GAA glycogen: 5%
mol: COc1ccc(S(=O)(=O)NCC2CCCN(Cc3cccc(C(C)=O)c3)C2)cc1 (stereo not drawn)
  GAA glycogen: 3%[76.3 µM]
mol: CCc1ccc(N2CCn3c2nc2c3c(=O)n(C/C=C/c3ccccc3)c(=O)n2C)cc1
  GAA glycogen: 13%[76.3 µM]
mol: Cc1cc(S(=O)(=O)NCc2ccccn2)c(Cl)cc1Cl
  GAA glycogen: 2%[76.3 µM]
mol: COc1ccc(NC(=O)/C(C#N)=C/c2cc(C)n(-c3ccc(F)cc3)c2C)cc1
  GAA glycogen: 0%[76.3 µM]
mol: CCCc1cc(=O)oc2c(C)c(OCC(=O)Nc3cccnc3)ccc12
  GAA glycogen: -4%[76.3 µM]
mol: COc1ccccc1NC(=O)Cn1c(=O)n(CCc2ccccc2)c(=O)c2sc3ccccc3c21
  GAA glycogen: 8%[76.3 µM]
mol: C/C(CC(=O)Nc1cccc(C(F)(F)F)c1)=N\NC(=O)c1ccncc1
  GAA glycogen: -5%

mol: O=C(CN1C(=O)c2ccccc2C1=O)Nc1ccccc1C(F)(F)F
  GAA glycogen: 4%[76.3 µM]
mol: CC1=C(C(=O)Nc2ccccc2)C(c2ccc(C)cc2)n2nc(SCc3ccccc3C)nc2N1 (stereo not drawn)
  GAA glycogen: 15%[76.3 µM]
mol: COc1ccc(CC(NC(C)=O)C(=O)NC2CCN(C(=O)c3cccc(Cl)c3)CC2)cc1OC (stereo not drawn)
  GAA glycogen: 8%[76.3 µM]
mol: Cc1cc(C)cc(OCC(=O)N(Cc2cccs2)c2ccc(Cl)cc2)c1
  GAA glycogen: -9%[76.3 µM]
mol: COc1ccccc1CNC(=O)C(=O)NCC(c1cccnc1)N1CCN(c2ccccc2)CC1 (stereo not drawn)
  GAA glycogen: -5%[76.3 µM]
mol: CCOc1ccc2[nH]c3nc(SCC(=O)OC(C)C)nnc3c2c1
  GAA glycogen: -8%[76.3 µM]
mol: C/C(=N\NC(=O)Cc1ccc([N+](=O)[O-])cc1)c1cccnc1
  GAA glycogen: 0%[76.3 µM]
mol: CCC(C)[C@H](NC(=O)[C@@H]1Cc2c([nH]c3ccccc23)C2c3ccccc3C(=O)N21)C(=O)N1CCC[C@@H]1C(=O)O (stereo partly drawn)
  GAA glycogen: -10%[76.3 µM]
mol: COc1ccc(C(=O)Nc2cc(C)nn2-c2ccc(F)cc2)cc1
  GAA glycogen: -6%
mol: O=C(CCc1nnc2ccc(NCc3ccc(Cl)cc3)nn12)NC1CCCCC1
  GAA glycogen: -2%[76.3 µM]

mol: COC(=O)c1cc(NC(=O)CN2CCc3cc4c(cc3C2)OCCCO4)cc(C(=O)OC)c1
  GAA glycogen: -9%[76.3 µM]
mol: COc1ccc(S(=O)(=O)N2CCCOC2CNC(=O)C(=O)NCc2cccnc2)cc1 (stereo not drawn)
  GAA glycogen: 0%[76.3 µM]
mol: Cc1cccc(NC(=O)CSc2ncc(-c3ccccc3)[nH]2)c1C
  GAA glycogen: 6%[76.3 µM]
mol: O=C(NNS(=O)(=O)c1ccc(F)cc1)c1ccccc1O
  GAA glycogen: ?
mol: CN(C)c1cccc(N(C)C)c1CNC(=O)NC(=O)c1c(F)cccc1F
  GAA glycogen: -12%[76.3 µM]
mol: Cc1ccc(-n2nc(CO)c(C(=O)NC(C)CCCc3ccccc3)n2)cc1 (stereo not drawn)
  GAA glycogen: 1%[76.3 µM]
mol: c1ccc(-n2cnc3ccccc32)nc1
  GAA glycogen: 2%[76.3 µM]
mol: CCc1ccc(C(=O)c2cn(CC(=O)Nc3ccc(C)c(C)c3)c3ccccc3c2=O)cc1
  GAA glycogen: -2%[76.3 µM]
mol: COC(=O)C(NC(=O)CCc1c(C)nc2c(c(C)nn2-c2ccccc2)c1C)C(C)C (stereo not drawn)
  GAA glycogen: 0%
mol: COc1ccc(S(=O)(=O)N2CCCCC2)cc1C(=O)N1CCCC1
  GAA glycogen: 0%[76.3 µM]

In a second layout: results already given
GAA glycogen,SMILES
0%[76.3 µM],COc1ccc(S(=O)(=O)N2CCCOC2CNC(=O)C(=O)NCc2cccnc2)cc1 (stereo not drawn)
-12%[76.3 µM],CN(C)c1cccc(N(C)C)c1CNC(=O)NC(=O)c1c(F)cccc1F
6%[76.3 µM],Cc1cccc(NC(=O)CSc2ncc(-c3ccccc3)[nH]2)c1C

Further structures:
SMILES | GAA glycogen
Cc1ccc(OCC(=O)Nc2c(Cl)ccc3nsnc23)cc1C | 6%[76.3 µM]
O=C(NCCc1ccccc1)C1CC1 | 0%
O=[N+]([O-])c1cc(C(F)(F)F)ccc1NCC1CCCO1 (stereo not drawn) | 12%[76.3 µM]
CC(C)C[C@H](NC(=O)c1nc[nH]c1C(=O)NCC(=O)OCc1ccccc1)C(=O)OC(C)(C)C | ?
Cc1ccc(C2NC(=O)c3n[nH]c(-c4cccs4)c32)cc1 (stereo not drawn) | -15%[76.3 µM]
CN(CCOc1ccccc1)C(=O)C1CCC(=O)N(CCCN2CCCC2=O)C1 (stereo not drawn) | -2%[76.3 µM]
Cc1cccc(C(=O)Nc2ccc3nc(SCCOc4ccccc4)sc3c2)c1 | -5%[76.3 µM]
O=C(NC1CCCCC1)c1cc2cc(Br)ccc2o1 | 7%[76.3 µM]
COc1cccc(NC(=O)c2oc3ccccc3c2NC(=O)c2cc3ccccc3o2)c1 | -6%[76.3 µM]
CC(C)(C)c1ccccc1NC(=O)CSc1nc(-c2cccs2)cc(C(F)(F)F)n1 | -9%[76.3 µM]
O=C(CCCN1C(=O)/C(=C/c2cccc(Br)c2)SC1=S)NCCCN1CCOCC1 | -1%[76.3 µM]
O=C1NC(=O)C(Cc2c[nH]c3ccccc23)N1 (stereo not drawn) | 2%
NS(=O)(=O)c1ccc(CCNS(=O)(=O)c2ccc(Cl)cc2)cc1 | 3%
COc1ccc(-c2noc(-c3ccc(NC(C)c4ccccc4)c([N+](=O)[O-])c3)n2)cc1OC (stereo not drawn) | -6%[76.3 µM]
Cc1cc(C=O)c(O)cc1O | 13%[76.3 µM]
CC1CCN(S(=O)(=O)c2ccc3c(c2)N(CC(=O)NC(C)(C)C)C(=O)CS3)CC1 | -7%[76.3 µM]
Cc1cc(-c2ccc(/C=N/n3cnnc3)o2)c(C)c([N+](=O)[O-])c1 | -14%
COc1ccc(C(=O)Nc2c(C(=O)c3ccccc3)oc3ccccc23)cc1 | 11%[76.3 µM]
COCCNc1oc(-c2ccc(COc3ccc(OC)cc3)o2)nc1C#N | ?
O=C(NCCC(=O)N1CCCC1)c1ccccc1Cl | -3%[76.3 µM]
Cn1cc(S(=O)(=O)N2CCc3ccccc32)cc1C(=O)Nc1ccc(Cl)cc1 | -2%[76.3 µM]
CC(C)(C)c1ccc(/C=C2\CCn3c2nc2cc(C(=O)O)ccc2c3=O)cc1 | -3%
COc1cc(C(=O)Nc2nnc(S(=O)(=O)N(C)c3ccccc3)s2)cc(OC)c1OC | 12%[76.3 µM]
Cc1ccc(NC(=O)C(C)Sc2nc(=O)cc(N)n2-c2cccc(C)c2)cc1 (stereo not drawn) | 10%[76.3 µM]
CC(=O)N1c2ccc(S(=O)(=O)NCCc3ccc(Cl)cc3)cc2CC1C (stereo not drawn) | -9%[76.3 µM]
O=C(C(=O)N1CCN(c2ccccc2F)CC1)c1cn(CC(=O)N2CCOCC2)c2ccccc12 | -4%[76.3 µM]
COc1ccccc1CNC(=S)Nc1ccc(S(N)(=O)=O)cc1 | -5%
CCN(C(=O)Cn1cnc2sc(C)c(S(=O)(=O)N3CCN(c4ncccn4)CC3)c2c1=O)c1ccccc1F | 13%[76.3 µM]
CCC1CCCCN1S(=O)(=O)c1ccc(NC(=O)C2CCCO2)cc1 (stereo not drawn) | -1%[76.3 µM]
CCCCCn1c(=O)[nH]c2cc(C(=O)NCc3ccc(OC)cc3)ccc2c1=O | -6%[76.3 µM]

Next results.
SMILES | GAA glycogen
Cc1ccccc1NC(=O)C1CCCN(C(=O)NCc2ccccc2)C1 (stereo not drawn) | 0%
Cc1nc(SCC(=O)Nc2ccc(C(=O)O)cc2)n[nH]1 | 10%[76.3 µM]
O=C1c2ccccc2C(=O)N1c1cccc2ccccc12 | -1%[76.3 µM]
CC(C)CCn1cnc2c1c(=O)[nH]c(=O)n2Cc1ccccc1 | 4%
CN(CCC1CCOCC1)C(=O)C1CCC(=O)N(CCc2ccccc2)C1 (stereo not drawn) | 4%[76.3 µM]
C[C@H](NC(=O)c1cc2cc(Cl)ccc2n1C)C(=O)N1CCC[C@H]1C(=O)O | -6%[76.3 µM]
O=S(=O)(NCCCSc1ccccc1)c1ccccc1F | 2%
O=C(OCCN1CCCCC1)c1ccccc1F | -14%
COC(CNC(=O)c1ccc2c(c1)ncn2C1CCCCCC1)OC | 3%
CC1CN(C(=S)Nc2ccccc2F)CC(C)O1 (stereo not drawn) | 0%[76.3 µM]
CC(=O)N1CCN(c2ccccc2NC(=S)NC(=O)c2cc3ccccc3o2)CC1 | 0%[76.3 µM]
Cc1c(NC(=O)c2cccc3c(Cl)cccc23)cccc1-c1nc2ccccc2o1 | -9%[76.3 µM]
CCOc1ccc(Oc2nc(NC)nc(N3CCOCC3)n2)nn1 | -8%[76.3 µM]
CC(=O)c1cccc(S(=O)(=O)N2CCCC(c3nc4c(nnn4Cc4ccc(C)cc4)c(=O)[nH]3)C2)c1 (stereo not drawn) | -11%
COc1cccc(C(=O)Nc2ccc3nc(SCC(=O)N4CCOCC4)sc3c2)c1 | -8%[76.3 µM]
COc1ccc(N(C(=O)c2snc(C(N)=O)c2N)C(C(=O)NC2CCCC2)c2ccco2)cc1OC (stereo not drawn) | -6%[76.3 µM]
COc1ccccc1CN1CC(C(=O)NCCn2nc(C)cc2C)CCC1=O (stereo not drawn) | 1%[76.3 µM]
Cc1cc(O)ccc1NC(=S)NC(=O)c1cncc(Br)c1 | -7%[76.3 µM]
CCOC(=O)N1CCN(Cc2nc3cc(NC(=O)c4ccco4)ccc3n2CC)CC1 | -6%[76.3 µM]
O=S(=O)(Nc1cc(F)ccc1F)c1ccc2[nH]c3c(c2c1)CCCC3 | 3%[76.3 µM]

2 entries from above, reformatted:
GAA glycogen,SMILES
-8%[76.3 µM],CCOc1ccc(Oc2nc(NC)nc(N3CCOCC3)n2)nn1
4%[76.3 µM],CN(CCC1CCOCC1)C(=O)C1CCC(=O)N(CCc2ccccc2)C1 (stereo not drawn)

Sorted by value in GAA glycogen (largest number first): three from the list above.
SMILES | GAA glycogen
CC(C)CCn1cnc2c1c(=O)[nH]c(=O)n2Cc1ccccc1 | 4%
O=S(=O)(NCCCSc1ccccc1)c1ccccc1F | 2%
O=C(OCCN1CCCCC1)c1ccccc1F | -14%

A portion of the library; count on the stated rates, not on these rows.
